# TROY signal inh – TROY signaling inhibition; Q293 LMP1-TROYcd NF-kB luciferase reporter, 4 h; inhibition, % at 10 µM; 360,000 compounds, 0.98% hits;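 active means compounds whose plate-normalised and pattern-corrected inhibition of the luciferase reporter signal at the single screening dose is 50% or more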
# NOD2-RIPK2 inh – inhibitors of human NOD2-RIPK2 interaction | CHO BLA complementation NOD2-RIPK2, CCF4 ratio | inhibition, % at 4.98 µM | 360,000 compounds, 0.38% hits | O43353; in the data active means inhibition above about 21%;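 further: 0% = vehicle only and 100% = reference blocker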
# Target sequence (O43353 whole entry, looked up): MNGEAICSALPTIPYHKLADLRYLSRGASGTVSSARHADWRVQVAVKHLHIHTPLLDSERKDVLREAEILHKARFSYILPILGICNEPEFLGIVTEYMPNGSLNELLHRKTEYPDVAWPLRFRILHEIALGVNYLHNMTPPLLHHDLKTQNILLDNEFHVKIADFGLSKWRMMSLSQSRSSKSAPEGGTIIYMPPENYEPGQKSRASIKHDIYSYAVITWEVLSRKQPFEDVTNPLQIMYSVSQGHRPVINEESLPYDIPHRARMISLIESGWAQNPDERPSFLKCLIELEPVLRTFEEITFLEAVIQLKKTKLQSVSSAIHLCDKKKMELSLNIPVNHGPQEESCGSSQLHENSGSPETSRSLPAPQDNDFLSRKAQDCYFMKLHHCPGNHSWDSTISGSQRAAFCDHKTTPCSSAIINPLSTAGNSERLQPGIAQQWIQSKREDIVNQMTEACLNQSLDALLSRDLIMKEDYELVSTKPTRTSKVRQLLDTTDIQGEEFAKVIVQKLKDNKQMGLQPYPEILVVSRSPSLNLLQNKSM
# COUP-TFII inh – NR2F2 (human) inhibition, primary screen. P24468. HEK293T NGFI-A luciferase reporter, luminescence. inhibition, % at 8.6 µM. 370,000 compounds, 0.7% hits. AID 686940;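 active means inhibition above a per-plate cutoff, mean inhibition of test wells between control levels plus 3 SD, cut at about 38% in these data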;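 further: cells cotransfected with COUP-TFII expression vector driving the NGFI-A reporter; 0% = median of COUP-TF2 test wells and 100% = reporter-only cells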
# Target sequence (P24468 whole entry, looked up): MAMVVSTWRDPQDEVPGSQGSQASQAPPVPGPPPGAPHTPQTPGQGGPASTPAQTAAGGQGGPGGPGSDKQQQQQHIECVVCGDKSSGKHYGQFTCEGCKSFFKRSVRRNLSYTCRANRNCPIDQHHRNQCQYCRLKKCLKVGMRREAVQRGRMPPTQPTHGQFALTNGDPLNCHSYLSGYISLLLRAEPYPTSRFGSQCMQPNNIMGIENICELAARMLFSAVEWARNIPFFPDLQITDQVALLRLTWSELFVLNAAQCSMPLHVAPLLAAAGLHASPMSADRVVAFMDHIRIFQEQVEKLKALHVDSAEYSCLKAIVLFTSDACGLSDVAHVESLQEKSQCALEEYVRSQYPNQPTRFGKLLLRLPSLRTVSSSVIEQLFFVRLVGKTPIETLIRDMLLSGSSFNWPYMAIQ
# SRC3 inh – human NCOA3 inhibition | Q9Y6Q9 | HEK293 GAL4-SRC3 luciferase reporter, luminescence | inhibition, % at 3.6 µM | 360,000 compounds, 0.17% hits;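 active means inhibition above a per-campaign cutoff, the mean of all compounds plus 3 SD, cut at about 60% in these data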;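 further: 0% = DMSO-treated cells and 100% = gossypol-treated cells at 36 µM; higher means less SRC3-driven luciferase light from the GAL4 reporter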
# SRC1 inh – inhibits human SRC1 coactivator | HEK293 GAL4-SRC1 luciferase reporter, luminescence | inhibition, % at 3.6 µM | 360,000 compounds, 0.12% hits;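 active means inhibition above the campaign mean plus 3 SD, with each screening campaign given its own cutoff, cut at about 60% in these data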;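 further: 0% = DMSO treated cells and 100% = gossypol at 36 µM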
# TLR9-MyD88 block – blocks human TLR9 binding to MyD88; Q9NR96+Q99836; CHO BLA complementation TLR9-MyD88, CCF4 FRET ratio; inhibition, % at 4.98 µM; 340,000 compounds, 0.21% hits; AID 504734;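 active means inhibition above the mean over all tested compounds plus 3 SD, cut at about 21% in these data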;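 further: 0% = DMSO only wells and 100% = clavulanate BLA inhibitor control wells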
# C8 TRAIL sens – sensitizes caspase-8 expressing cells to TRAIL; NB7+C8 cells + TRAIL, ATPlite viability luminescence; inhibition (viability loss, TRAIL sensitization), % at 10 µM; 360,000 compounds, 1% hits; AID 624354;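 active means compounds causing at least 50% loss of cell viability in the single-dose screen, relative to plate controls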
# NR5A2 inv ag – inverse agonists of human LRH-1 (NR5A2); O00482; HEK293T StAR-luciferase reporter, LRH-1 transfected, 24 h; inhibition, % at 3.6 µM; 360,000 compounds, 0.13% hits; AID 602396;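 active means inhibition above the mean inhibition of all tested compounds plus 3 SD, cut at about 73% in these data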;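 further: 0% = DMSO wells and 100% = reporter-only cells lacking LRH-1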
# LMP1 NFkB inh – reduces LMP1-driven NF-kappaB luciferase signal; LMP1-induced NF-kappaB luciferase reporter cells, luminescence; inhibition, % at 12.5 µM; 350,000 compounds, 0.69% hits; in the data active means inhibition above about 41%;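 further: 0% = neutral control wells and 100% = reference inhibitor control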
# Vif inh – blocks HIV Vif function; HEK293T cells, Vif self-association by quenched fluorescence, imaging, 24 h; inhibition, % at 7.49 µM; 340,000 compounds, 0.35% hits; in the data active means inhibition above about 50%, passing the limit was not always enough; further: some results filed as inactive read as strong as hits
# NCOA2 inhibitor – inhibits human steroid receptor coactivator 2; Q15596; HEK293 GAL4-SRC2 luciferase reporter, luminescence; inhibition, % at 9 µM; 370,000 compounds, 0.17% hits; AID 651957;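 active means inhibition above the mean inhibition of all tested compounds plus 3 SD, set per campaign, cut at about 52% in these data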;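 further: 0% = DMSO treated cells and 100% = cells given Gossypol at 36 µM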
# Starred values were filed as active, the others as inactive; . = not tested or not shown.
SMILES,TROY signal inh,NOD2-RIPK2 inh,COUP-TFII inh,SRC3 inh,SRC1 inh,TLR9-MyD88 block,C8 TRAIL sens,NR5A2 inv ag,LMP1 NFkB inh,Vif inh,NCOA2 inhibitor
CC(=O)Nc1ccc(N(C(=O)CNC(=O)c2cccs2)C(C(=O)NCC2CCCO2)c2ccccc2)cc1 (stereo not drawn),15,-2,18,-3,-4,-6,-2,-17,-1,18,-21
O=c1c2[nH]cnc2n(-c2ccc(F)cc2)c(=O)n1Cc1ccccc1,4,-16,-10,3,-60,0,-2,21,7,-4,-20
Cc1csc(-c2cnn(-c3ccccc3)c2NC(=O)c2cccc(F)c2)n1,-24,-10,.,-4,-9,5,-5,-18,3,1,.
N#CCN1CCCC(C(N)=O)C1 (stereo not drawn),17,0,-1,-2,2,5,8,-16,3,-3,2
Cc1[nH]c(=S)sc1Cc1ccc(F)cc1,-3,-10,2,5,-9,9,-8,12,12,-13,-25
CC(C)c1ccc(NC(=O)c2snc3ccc(Cl)cc23)cc1,4,12,-42,-81,-104,10,-2,-91,-40,-7,-62
CCCCN(CCCC)CCn1cnc2c([nH]c3ccc(OC)cc32)c1=O,9,4,11,4,3,-9,-5,-14,-14,-7,8
Cc1ccc(Nc2c(-c3ccc(N4CCOCC4)cc3)nc3cnccn23)cc1,-63,2,-14,-26,-32,10,11,-20,-31,22,0
COc1ccc(C(=O)NC(=S)NNC(=O)CNC(=O)C2CCCCC2)cc1,-16,6,-20,-9,-3,0,1,6,0,-6,-8
CC(C)N1CCc2c(sc(NC(=O)c3ccc(S(=O)(=O)N4CCOCC4)cc3)c2C(N)=O)C1,-3,-2,20,-14,-2,2,2,21,-12,11,-1
Cc1ccc(C(=O)O/N=C/c2c(C)nn(C)c2Cl)cc1,-29,4,16,8,-1,-1,-13,6,-4,2,-23
Cc1c(C(=O)N2CCN(c3ccccc3F)CC2)sc2nc(-c3ccccc3)cn12,33,-11,5,12,1,-10,-12,5,0,-1,4

# Gathered by group, the entries above containing an NH in an aromatic ring.
SMILES,TROY signal inh,NOD2-RIPK2 inh,COUP-TFII inh,SRC3 inh,SRC1 inh,TLR9-MyD88 block,C8 TRAIL sens,NR5A2 inv ag,LMP1 NFkB inh,Vif inh,NCOA2 inhibitor
O=c1c2[nH]cnc2n(-c2ccc(F)cc2)c(=O)n1Cc1ccccc1,4,-16,-10,3,-60,0,-2,21,7,-4,-20
Cc1[nH]c(=S)sc1Cc1ccc(F)cc1,-3,-10,2,5,-9,9,-8,12,12,-13,-25
CCCCN(CCCC)CCn1cnc2c([nH]c3ccc(OC)cc32)c1=O,9,4,11,4,3,-9,-5,-14,-14,-7,8

# Later entries.
SMILES,TROY signal inh,NOD2-RIPK2 inh,COUP-TFII inh,SRC3 inh,SRC1 inh,TLR9-MyD88 block,C8 TRAIL sens,NR5A2 inv ag,LMP1 NFkB inh,Vif inh,NCOA2 inhibitor
O=C(O)Cc1ccc(NC(=O)Cc2ccc3ccccc3c2)cc1,-14,-4,-4,7,4,-9,3,9,2,0,-24
COC(CN(C)C(=O)C1CCCN(S(=O)(=O)c2ccc3c(c2)oc(=O)n3C)C1)OC (stereo not drawn),4,-3,-14,8,7,-5,-8,4,4,3,3
CCC(C)c1ccc(-n2c(=O)c3ccccc3n3c(=S)[nH]nc23)cc1 (stereo not drawn),20,-5,11,7,-3,-19,-7,11,-6,-9,-14
COc1ccc(/C=N/NC(=O)COc2cccc3ccccc23)c(C(=O)O)c1OC,0,1,9,-17,-5,4,-4,-2,1,-3,7
O=[N+]([O-])c1ccc(OCC(O)CN2CCN(c3ccccc3F)CC2)cc1 (stereo not drawn),4,-2,-2,3,3,9,5,10,1,-2,-1
COc1ccccc1C(=O)Nc1ccc2c(c1)nc1n2CCSC1,-40,-28,-16,-79,-150,-3,43,-160,-8,1,-45
FC(F)(F)c1ccc(C2[C@H]3CN(CC4CCCCC4)[C@H](c4ccccc4)C34CC2(c2cccnc2)C4)cc1 (stereo partly drawn),9,4,28,2,-3,2,1,-5,-11,-4,21
COCCN(C(=O)Nc1ccccc1)c1ccccc1,2,1,4,13,-8,6,-18,-39,-3,.,-39
CN1C[N+]([O-])=C(c2ccccc2)C1(C)C,3,5,-1,-1,-13,9,-17,-15,-4,1,20
O=C(O)/C=C\C(=O)O,10,-10,9,2,-11,2,7,4,-1,-1,-14
O=[N+]([O-])c1cc(S(=O)(=O)N2CCCC2)ccc1N/N=C/c1cccs1,-2,-9,-10,16,-3,-15,6,16,-10,.,7
Cc1ccc(/C=C2\SC(=O)N(CCNC(=O)C3CSC4(C)CCC(=O)N34)C2=O)cc1 (stereo not drawn),-20,0,11,-2,-48,-3,-6,-9,6,-2,5
O=C(CN1CCN(S(=O)(=O)c2cccc(Cl)c2)CC1)NCC1(N2CCOCC2)CCCCC1,4,4,-20,-1,6,-13,16,-9,3,-4,8
C=CCCC(=O)N1C[C@H]2CON(C)[C@H]2C[C@H]1c1cccc(Oc2ccccc2)c1,-14,7,-1,-9,8,3,-8,2,-3,.,-7
COc1cc(/C=C/C(=O)O)cc(S(=O)(=O)N(CC(C)C)CC(C)C)c1OC,5,-4,-7,8,8,-3,-2,5,3,4,-33
Cc1oc(C(=O)O)cc1CSCc1cc(C(=O)O)c(C)o1,12,-1,-11,12,-6,0,-10,5,-2,4,-17
Cn1c(-c2ccc3c(c2)OCO3)cnc1NCc1ccc(Cl)cc1,-6,0,-12,-27,-5,-1,10,-20,1,-2,-7
Cc1ccc(S(=O)(=O)Nc2ccc(NC(=O)Nc3ccc(F)cc3F)cc2)cc1,12,-1,-5,16,18,18,-2,2,1,-1,10
O=C(NCC(c1cccs1)N1CCOCC1)c1ccccc1NS(=O)(=O)c1ccc(Br)cc1 (stereo not drawn),9,-4,6,16,1,5,-12,7,4,-9,-2
COc1cc(OC)cc(C(=O)NCC2CCCN(C(=O)c3csc(C)n3)C2)c1 (stereo not drawn),-23,-6,-3,8,-29,3,15,7,-11,-9,-8
CCN(CC)CCN1C(=O)C2C(C(=O)Nc3cccc(SC)c3)C3C=CC2(O3)C1C(=O)NC1CCCC(C)C1C (stereo not drawn),-2,-14,-1,-3,-38,6,-4,16,1,-11,-14
CCOC(=O)c1c(C)c(C(=O)NCc2ccccn2)c(C)n1CC,-11,7,.,-2,3,4,-8,9,-2,-9,.
Cc1ccc(NS(=O)(=O)c2ccc(CCC(=O)NCCO)cc2)cc1,-10,0,-3,-11,-25,6,-12,3,-6,-2,1
CCCCC1(COC(=O)CCC(=O)O)C(=O)N(c2ccccc2)N(c2ccccc2)C1=O,2,-10,6,15,12,8,4,2,3,-6,12
CN(C)CCCNc1nc(-c2ccc(Cl)cc2)nc2ccccc12,-54,9,11,-3,-11,0,12,6,-25,-5,-15
COc1ccc(CN2C(=NC(=O)COc3ccccc3)SC3CS(=O)(=O)CC32)cc1 (stereo not drawn),-10,1,-4,7,9,-5,-1,-3,5,-2,10
CCNC(=S)NNC(=O)CCn1cc(C)cn1,15,-3,0,18,18,0,-14,7,7,-3,-15
COc1c(C)cc(Br)cc1C(=O)Nc1ccccc1C,-15,-1,14,5,-3,-10,-2,9,0,13,-18
CCCCCCc1ccc(OCC(=O)O)cc1OCC(=O)O,6,1,11,3,-19,3,5,-7,-15,29,23
Cn1c(N)c(C(=O)COC(=O)CCC(=O)c2cccs2)c(=O)n(C)c1=O,7,-15,7,-5,-2,-5,11,-10,-2,4,18
OC(CN1CCCCC1)c1ccc(Br)cc1 (stereo not drawn),14,-4,-7,0,-1,1,7,9,0,8,-24
Cc1nonc1OCCn1nnnc1N,-16,3,6,16,-8,-8,7,18,0,3,-12
COc1cc(-c2nnc(NC(=O)CS(=O)(=O)c3ccc(C)cc3)o2)cc(OC)c1OC,7,2,-4,-10,-3,-8,-9,-29,1,-2,-17
O=C(CCN1C(=O)COc2ccccc21)NCCN1CCc2ccccc2C1,16,1,-8,9,-32,-6,-9,5,-11,1,-23
COc1ccc(NC(=O)c2cnn3c(C(F)(F)F)cc(-c4ccco4)nc23)cc1OC,-16,-5,8,10,0,-2,8,1,-7,2,-27
O=C(Cn1nnc(-c2ccccc2)n1)N1CCN(c2ccc(F)cc2)CC1,-13,-10,2,3,-9,1,-3,-6,2,3,-1
Cc1ccc(S(=O)(=O)N2CCOCC2)cc1C(=O)OC(C)C(=O)NC1CCCC1 (stereo not drawn),-20,-10,24,13,-8,-2,-18,26,-6,-1,5
COC(=O)c1ccc(CN2CCC(CO)(CCOc3ccccc3)CC2)cc1,11,9,8,3,-4,-2,13,-3,3,14,10
CCOc1ccc(N2C(=O)C3C(c4ccc(OC)cc4OC)NC(CCSC)(C(=O)OC)C3C2=O)cc1 (stereo not drawn),4,-10,7,-5,-7,-4,21,-9,4,-5,-4
COc1ccc(N=C(NN)c2ccc3ccccc3n2)cc1,91*,1,75*,46,54,8,23,77*,35,-2,63*
O=C(C1CC(=O)N(c2ccc3c(c2)OCCO3)C1)N1CCN(S(=O)(=O)c2ccc(F)cc2)CC1 (stereo not drawn),0,-8,3,10,-7,11,-14,-10,53*,18,-15
COc1ccc(NS(=O)(=O)c2cc(NC(=O)CCSc3ccccc3)ccc2OC)cc1,9,2,-3,9,-38,15,23,-15,-9,-1,4
CCOc1ncccc1C(=O)Nc1cc(S(=O)(=O)N2CCOCC2)ccc1N1CCCC1,2,-1,-2,16,0,-8,6,-4,-2,3,14
O=C(CN1CCN(C/C=C/c2ccccc2)CC1)Nc1cc([N+](=O)[O-])ccc1Cl,11,3,-7,-2,-19,-6,-9,-2,-5,1,7
O=C(Cc1coc2cc3c(cc12)CCC3)NC1CCCCCCC1,-14,-8,20,10,11,2,9,-16,3,-13,-12
CCN(CC)c1ccc(S(=O)(=O)N2CCOCC2)cc1NC(=O)CN1CCN(Cc2ccccc2)CC1,19,11,12,6,-2,-1,9,1,-9,-6,6
Nc1nc(SCC(=O)N2CCOCC2)n[nH]1,13,9,1,13,2,-1,-10,0,-1,-1,13
CCCCNC(=O)c1cc2c(=O)n3cccc(C)c3nc2s1,-10,-17,-11,-34,-31,-8,1,-20,-8,.,-13
Cc1cc2occ(CC(=O)N(C)CC(=O)Nc3cccc(F)c3)c2cc1C,-12,5,4,10,-8,-13,-16,-4,-17,1,2
C[C@@H]1Cn2cnc(C(=O)N[C@@H](C)c3ccccc3)c2C(=O)N1,0,3,-29,0,7,11,-7,1,0,1,2
COc1ccc(NC(=O)CSCC(=O)NC2(C)CCS(=O)(=O)C2)cc1 (stereo not drawn),1,-2,16,9,-16,-6,-8,-15,4,-1,-2
COc1ccc(-c2noc(N3CCC(C(=O)NCc4ccc(F)cc4)CC3)n2)cc1,-27,-2,1,-6,-4,-6,32,9,0,.,-8
O=C(NCc1nnc(SCc2ccc(F)cc2)n1-c1ccc(F)cc1)C12CC3CC(CC(C3)C1)C2,22,6,2,27,0,-2,0,-4,4,0,-5
Cc1c(C(=O)N(C)CCOc2ccccc2)oc2c(Cl)cccc12,-38,4,-13,-20,-4,2,2,-28,-15,0,-25

# Screening data from PubChem BioAssay.

# A portion of the library; rates above refer to the full screens.
